LYPLA2 counter = LYPLA2 (human) inhibition in PME1 counter-screen; O95372; recombinant LYPLA2, FP-Rh probe fluorescence polarization; inhibition, % at 5.9 µM; actives 0.38% (n = 320,000); AID 2177;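 active = inhibition above the screen-wide mean plus 3 SD, limit set per campaign, cut at about 26% in these data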;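 note: 0% = LYPLA2 with DMSO and 100% = wells lacking LYPLA2 enzyme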
PAFAH1B3 FP inh = PAFAH1B3 (human) inhibition; Q15102; recombinant PAFAH1B3, FP-rhodamine probe, fluorescence polarization; inhibition, % at 3.39 µM; actives 0.28% (n = 340,000);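 active = inhibition above the screen-wide average of all tested compounds plus 3 SD, cut at about 25% in these data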;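 note: 0% = enzyme with DMSO only and 100% = wells lacking PAFAH1B3 protein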
PREPL inhibitor = inhibits the human prolyl oligopeptidase-like enzyme; Q4J6C6; recombinant PREPL, fluorescence polarization activity-based probe; inhibition, % at 5.96 µM; actives 0.68% (n = 320,000); in the data active = inhibition above about 43%;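 note: 0% = enzyme with DMSO and 100% = wells lacking enzyme; many of its hits are not listed in these tables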
LYPLA1 inh = counter-screen for PME1 inhibitors: inhibitors of human LYPLA1. O75608. actives 0.16% (n = 320,000). AID 2174. recombinant LYPLA1, FP-Rh probe fluorescence polarization. inhibition, % at 5.9 µM;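 active = inhibition above the mean of all tested compounds plus 3 SD, set per campaign, cut at about 14% in these data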;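 note: inhibitors block serine hydrolase probe labeling of LYPLA1 so polarization falls; 0% = enzyme with DMSO and 100% = wells lacking LYPLA1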
EBNA-1 inh = blocks EBNA-1 binding to DNA; actives 0.34% (n = 300,000); inhibition, % at 14.8 µM; EBNA-1 DNA binding, fluorescence polarization; in the data active = inhibition above about 28%
ZTA counter = ZTA (EBV) inhibition in EBNA-1 counter-screen. P03206. ZTA-DNA binding, fluorescence polarization. inhibition, % at 11 µM. actives 0.15% (n = 320,000); in the data active = inhibition above about 33%
Target sequence (P03206 whole entry, looked up): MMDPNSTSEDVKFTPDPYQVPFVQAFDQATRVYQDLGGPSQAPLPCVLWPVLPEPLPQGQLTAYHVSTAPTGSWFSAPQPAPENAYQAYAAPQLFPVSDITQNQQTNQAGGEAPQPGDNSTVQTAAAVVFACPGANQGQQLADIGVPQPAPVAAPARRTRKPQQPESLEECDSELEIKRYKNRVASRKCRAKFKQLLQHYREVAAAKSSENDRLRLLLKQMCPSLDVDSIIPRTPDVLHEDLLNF
PAD4 FP inh = blocks human protein arginine deiminase 4; actives 0.41% (n = 330,000); inhibition, % at 6.36 µM; Q9UM07; AID 485272; recombinant PAD4, RCA probe fluorescence polarization;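 active = percent inhibition above a cutoff equal to the mean of all tested compounds plus 3 SD, cut at about 15% in these data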;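 note: 0% = PAD4 with RCA probe and DMSO and 100% = probe without PAD4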
Target sequence (Q9UM07 whole entry, looked up): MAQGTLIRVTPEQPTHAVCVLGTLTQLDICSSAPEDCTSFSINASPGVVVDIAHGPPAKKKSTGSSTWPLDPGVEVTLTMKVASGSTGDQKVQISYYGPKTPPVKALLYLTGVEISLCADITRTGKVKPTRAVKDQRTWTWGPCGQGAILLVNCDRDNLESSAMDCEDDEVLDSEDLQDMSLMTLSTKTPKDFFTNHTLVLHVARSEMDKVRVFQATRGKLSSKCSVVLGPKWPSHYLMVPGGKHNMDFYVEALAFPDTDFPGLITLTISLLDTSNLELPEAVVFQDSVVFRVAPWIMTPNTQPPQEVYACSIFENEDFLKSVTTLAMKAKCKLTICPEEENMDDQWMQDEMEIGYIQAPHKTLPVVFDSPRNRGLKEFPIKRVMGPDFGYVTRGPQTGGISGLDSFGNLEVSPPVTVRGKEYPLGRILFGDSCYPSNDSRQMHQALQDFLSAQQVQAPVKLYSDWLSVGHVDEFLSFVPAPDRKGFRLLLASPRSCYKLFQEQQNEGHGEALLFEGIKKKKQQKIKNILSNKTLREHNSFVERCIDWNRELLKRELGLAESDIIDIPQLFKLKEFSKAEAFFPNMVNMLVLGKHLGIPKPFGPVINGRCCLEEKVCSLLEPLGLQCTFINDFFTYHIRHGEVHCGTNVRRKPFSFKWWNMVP
GSTO1 counter = blocks human GSTO1 in RBBP9 counter-screen. P78417. recombinant GSTO1, activity-based probe fluorescence polarization. inhibition, % at 5.96 µM. actives 1.1% (n = 300,000);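 active = inhibition above the campaign mean inhibition plus 3 SD, cut at about 35% in these data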;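 note: 0% = GSTO1-1 with DMSO and 100% = wells lacking GSTO1-1 enzyme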
PAFAH2 FP inh = PAFAH2 (human) inhibition. recombinant PAFAH2, FP-rhodamine activity probe, fluorescence polarization. inhibition, % at 3.39 µM. actives 0.99% (n = 340,000);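 active = inhibition above the mean over all tested compounds plus 3 SD, cut at about 30% in these data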;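 note: inhibitors block probe labeling of enzyme so polarization drops; 0% = enzyme with DMSO and 100% = wells lacking PAFAH2 protein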
* = called active by the depositor; · = not tested or not shown.

SMILES,LYPLA1 inh,PAFAH1B3 FP inh,GSTO1 counter,PAD4 FP inh,EBNA-1 inh,PAFAH2 FP inh,PREPL inhibitor,LYPLA2 counter,ZTA counter
COc1ccc(CCNC(=O)CSc2ncnc3c2oc2ccccc23)cc1OC,-1,8,-4,1,2,-7,10,-1,18
CCNc1ccc(C(=O)N/N=C/c2c(C)nn(-c3ccccc3)c2N2CCCC2)cc1[N+](=O)[O-],0,6,3,0,-9,-2,11,-3,12
CCOC(=O)Cc1nnc(Nc2ccc(C)cc2C)c2ccccc12,-3,1,0,1,2,6,4,-2,7
COC(=O)c1ccc(NS(=O)(=O)c2cc3c4c(c2)C(C)C(=O)N4CCC3)cc1 (stereo not drawn),2,8,8,-6,-4,11,4,6,-5
CCOc1cc(C(=O)OCC(=O)NCc2ccco2)cc(OCC)c1OCC,-4,1,-8,-4,-2,11,8,7,11
O=S(=O)(NCc1ccco1)c1ccc2ccccc2c1,-3,3,-3,-6,-1,-3,-12,-3,4
Cc1cc(/C=N/Nc2ncnc(N)c2[N+](=O)[O-])c(C)n1-c1ccccc1,0,5,13,3,-2,3,12,7,1
COc1ccccc1NC(=S)NC1CC2CCC1C2 (stereo not drawn),-2,6,0,-3,-2,-2,4,1,-6
O=C(O)CCC(=O)N1N=C(c2ccc(Br)cc2)CC1c1cccc(Br)c1 (stereo not drawn),-3,9,-1,-2,10,6,-12,1,1
CCOC(=O)C(NC(=O)NC1CCCCC1)(c1ccccc1)C(F)(F)F (stereo not drawn),2,4,3,5,1,-5,7,5,2
COCCCNC(=S)N/N=C/c1ccc(N(C)C)cc1Cl,2,0,4,3,-2,5,21,0,0
OCC1CCCN(C(=S)Nc2ccc(Nc3ccccc3)cc2)C1 (stereo not drawn),2,1,-5,1,0,0,28,7,-4
CCCc1ccc(NS(=O)(=O)c2c(C)oc(C)c2C(=O)OC)cc1,2,-4,-8,3,-9,4,0,0,5
Cc1onc(-c2ccccc2)c1-c1nc2cc(Cl)ccc2c(=O)o1,-8,·,-57,2,-1,·,-3,-12,6
COC(=O)Cc1[nH]n(-c2nc3ccccc3s2)c(=O)c1C(C)=O,-3,1,-5,7,-2,0,-9,0,5
CN(C)S(=O)(=O)c1cc(NC(=O)CN2CCOCC2)ccc1Cl,2,8,0,3,2,7,2,3,3
CSc1nnc(-c2cc3ccccc3cc2O)n1C,1,5,1,-6,-9,3,-3,4,-20
S=C(NCc1ccccc1)NN1CCOCC1,1,10,5,-3,3,2,11,1,9
CCOc1ccccc1NC(=O)CCS(=O)(=O)c1cccc2nonc12,1,-7,1,-6,2,4,-2,6,21
CCOc1ccccc1CNC(=O)CCn1ccc2cc(S(=O)(=O)N3CCCCC3)ccc21,-2,9,3,-3,12,6,-1,4,9

(continued)
SMILES,LYPLA1 inh,PAFAH1B3 FP inh,GSTO1 counter,PAD4 FP inh,EBNA-1 inh,PAFAH2 FP inh,PREPL inhibitor,LYPLA2 counter,ZTA counter
CSCCC(NC(=O)c1c(C)oc2c1CCCC2)C(=O)O (stereo not drawn),1,-2,5,-1,-15,6,-12,3,-21
CC(C)(C)OC(=O)N[C@H](C(=O)OC(C)(C)C)c1ccccc1,0,-3,·,-3,·,7,-1,-1,11
O=C(CN1CCN(c2ccccn2)CC1)Nc1ccccc1,2,1,4,1,-1,2,2,0,14
CCCCC1(C)NC(=S)N2N1C(=S)NC2(C)CCCC (stereo not drawn),0,·,0,3,-10,·,-5,-3,3
COc1ccc(-c2c(C#N)sc(C(N)=O)c2-c2ccc(OC)cc2)cc1,-2,6,3,5,-10,2,9,-2,-1
O=C(Nc1cnccn1)Nc1ccccc1Cl,0,1,-4,-5,5,-2,-9,0,0
Cc1ccc(CNC(=O)COC(=O)c2cc(=O)[nH]c3ccccc23)cc1,·,2,·,1,·,-1,-14,·,·
CC(C)(C)c1ccc(C(=O)NCC(=O)OCCN2C(=O)c3ccccc3C2=O)cc1,3,-7,6,-4,-3,3,1,4,-12
Cc1c(NC(=O)/C(C#N)=C/c2ccc(-c3ccccc3Cl)o2)c(=O)n(-c2ccccc2)n1C,6,8,-3,0,10,2,21,3,-6
CCCOC(=O)C1=C(C)NC2=C(C(=O)CC(C)(C)C2)C1c1cccnc1 (stereo not drawn),-3,1,0,-2,9,5,1,2,-3
NC1=NC(=O)C(Cc2ccccc2)S1 (stereo not drawn),0,3,4,1,-2,-4,-2,3,16
CCOC(=O)c1ccc(-n2c(CN3CCOCC3)nc3ccc([N+](=O)[O-])cc3c2=O)cc1,-2,1,21,-4,5,3,-7,1,-1
O=C1OCC2=C1C(c1ccccc1)CC(=O)N2c1ccc(F)cc1 (stereo not drawn),3,6,3,2,0,3,0,3,-4
Cn1cnnc1SCC(=O)Nc1ccc(S(N)(=O)=O)cc1,1,2,20,-5,-3,6,2,-3,0
CCOC(=O)c1cnc2c(C)c(C)ccc2c1Nc1ccc(S(=O)(=O)Nc2ncccn2)cc1,-2,10,22,0,7,-1,4,-1,-1
COc1ccccc1/C(C)=N/Oc1cc(N)cc([N+](=O)[O-])c1,-4,8,·,-1,·,11,14,4,-5
COc1ccc(-n2nnc3c(SCc4ccccc4)ncnc32)cc1,-3,-2,-5,-3,8,2,-7,-3,15
O=C(CC1NCCNC1=O)OCCCc1ccccc1 (stereo not drawn),2,-6,2,-5,-5,-7,6,8,-7
COc1ccc(C(=O)NCCc2c[nH]c3ccc(OC)cc23)cc1,2,6,5,-3,7,-4,5,10,2
Cc1ccc(S(=O)(=O)N2[C@@H](c3ccc(C(C)C)cc3)C(C(=O)O)=C[C@H]2C(C)(C)C)cc1,·,-3,·,0,·,5,6,·,·

Next section:
SMILES,LYPLA1 inh,PAFAH1B3 FP inh,GSTO1 counter,PAD4 FP inh,EBNA-1 inh,PAFAH2 FP inh,PREPL inhibitor,LYPLA2 counter,ZTA counter
COc1ccc(OCc2nnc3n2N=C(c2ccc(Br)cc2)CS3)cc1,-1,-3,30,3,-1,2,-23,-5,5
Cc1nc(-c2ccccc2)sc1C(=O)NN,-1,19,16,-1,6,4,-12,0,14
CCN1CCN(C(=O)c2ccc(Cl)c(S(=O)(=O)N3CCCCC3)c2)CC1,-1,2,0,5,1,-2,1,0,5
O=c1c2ccccc2nc2n1C(CBr)CS2 (stereo not drawn),1,14,8,-4,6,0,-1,6,13
CCN1CCN(Cc2ccc(NC(=O)c3cc(NC(=O)c4ccno4)cc(OC)c3)cc2C(F)(F)F)CC1,-14,-3,-8,-2,11,-10,1,-19,1
O=C(O)c1cc([N+](=O)[O-])cc2c1C=Cc1ccccc1O2,0,8,5,-3,2,9,4,7,-15
COc1ccccc1N(CC(O)Cn1c(C)nc2ccccc21)S(=O)(=O)c1ccccc1 (stereo not drawn),-5,3,-2,-1,4,0,19,1,1
COc1cc2c(cc1OC)CN(Cc1cc(OC)c3c(c1)OCO3)CC2,4,2,7,1,-2,-2,12,8,-10
O=C(C(c1ccccc1)c1ccccc1)N1CCN(Cc2ccc(Br)cc2)CC1,1,4,5,-5,-2,-4,-7,3,-12
CC(C(=O)NC1CCCCCC1)n1cc([N+](=O)[O-])cn1 (stereo not drawn),-1,-1,-1,-1,-6,4,4,5,1
CCN(CC)CCCNC(=O)CCC(=O)Nc1ccc2nc(N3CCC(C)CC3)cc(C)c2c1,1,1,-7,-2,-7,4,7,0,-7
CC(C)C12CCC(C(=O)O)C(C1)C(=O)O2 (stereo not drawn),-1,1,0,-1,1,-2,-4,1,12
O=C(Nc1ccc2c(c1)OCO2)C1CCN(c2ccc(S(=O)(=O)N3CCOCC3)cc2)CC1,0,6,1,-5,29*,-8,9,0,3
Cc1ccc(NC(=O)c2ccc(NCc3ccco3)c([N+](=O)[O-])c2)cc1Cl,2,2,-2,-2,9,-1,2,-2,4
COc1cccc(CN2CCNC(=O)C2CC(=O)N(C)C2CCOCC2)c1OC (stereo not drawn),-1,-2,2,0,-2,-4,-5,-6,7
COc1ccccc1CNC(=O)CN1NS(=O)(=O)c2ccccc2C1=O,·,16,·,-7,·,5,13,·,·
COCCCNC(=O)C1CCCN(C(=O)Nc2ccc(OC)cc2)C1 (stereo not drawn),3,-3,-2,-6,7,3,1,0,10
CCOc1ccc(NC(=O)COC(=O)C2C3CC4OC(=O)C2C4C3)cc1 (stereo not drawn),2,2,-4,0,-4,47*,17,-2,6
O=C(Nn1cnnc1)c1cc(-c2cccc(Br)c2)nc2ccccc12,-2,1,-14,-6,1,-2,7,4,16
Cc1ccccc1NC(=O)c1cccc2nc3ccccc3nc12,-4,0,0,-1,4,0,20,0,10

Laid out differently: entries from further up.
Values run as follows: LYPLA1 inh, PAFAH1B3 FP inh, GSTO1 counter, PAD4 FP inh, EBNA-1 inh, PAFAH2 FP inh, PREPL inhibitor, LYPLA2 counter, ZTA counter
- CC(C(=O)NC1CCCCCC1)n1cc([N+](=O)[O-])cn1 (stereo not drawn)
  -1, -1, -1, -1, -6, 4, 4, 5, 1
- CCN(CC)CCCNC(=O)CCC(=O)Nc1ccc2nc(N3CCC(C)CC3)cc(C)c2c1
  1, 1, -7, -2, -7, 4, 7, 0, -7
- CC(C)C12CCC(C(=O)O)C(C1)C(=O)O2 (stereo not drawn)
  -1, 1, 0, -1, 1, -2, -4, 1, 12
- O=C(Nc1ccc2c(c1)OCO2)C1CCN(c2ccc(S(=O)(=O)N3CCOCC3)cc2)CC1
  0, 6, 1, -5, 29*, -8, 9, 0, 3
- Cc1ccc(NC(=O)c2ccc(NCc3ccco3)c([N+](=O)[O-])c2)cc1Cl
  2, 2, -2, -2, 9, -1, 2, -2, 4
- COc1cccc(CN2CCNC(=O)C2CC(=O)N(C)C2CCOCC2)c1OC (stereo not drawn)
  -1, -2, 2, 0, -2, -4, -5, -6, 7
- COc1ccccc1CNC(=O)CN1NS(=O)(=O)c2ccccc2C1=O
  ·, 16, ·, -7, ·, 5, 13, ·, ·
- COCCCNC(=O)C1CCCN(C(=O)Nc2ccc(OC)cc2)C1 (stereo not drawn)
  3, -3, -2, -6, 7, 3, 1, 0, 10
- CCOc1ccc(NC(=O)COC(=O)C2C3CC4OC(=O)C2C4C3)cc1 (stereo not drawn)
  2, 2, -4, 0, -4, 47*, 17, -2, 6
- O=C(Nn1cnnc1)c1cc(-c2cccc(Br)c2)nc2ccccc12
  -2, 1, -14, -6, 1, -2, 7, 4, 16
- Cc1ccccc1NC(=O)c1cccc2nc3ccccc3nc12
  -4, 0, 0, -1, 4, 0, 20, 0, 10

(listing goes on)
SMILES,LYPLA1 inh,PAFAH1B3 FP inh,GSTO1 counter,PAD4 FP inh,EBNA-1 inh,PAFAH2 FP inh,PREPL inhibitor,LYPLA2 counter,ZTA counter
O=C(COc1cccc(Br)c1)N/N=C1\CCCc2ccccc21,-4,3,12,-3,1,1,18,-1,2
NNC(=O)c1cncc(Br)c1,0,·,1,3,1,·,15,-1,9
CCOc1ccc(NC(=O)CSc2nc3ccccc3nc2N2CC(C)OC(C)C2)cc1 (stereo not drawn),1,1,2,-3,0,-2,1,-5,25
COc1ccc(Cl)cc1N=Cc1c(O)cc(C)oc1=O,1,12,2,-1,-2,2,5,7,-8
COc1cc(/C=N/NC(=O)c2ccccn2)cc2c1OCO2,-2,7,1,5,1,3,9,1,3
Cc1c(C(=O)NN2CCOCC2)oc2c1ccc1ccccc12,-1,6,-13,-4,-2,4,17,4,12
O=C(Cn1nc2ccccc2n1)N/N=C/c1cc([N+](=O)[O-])ccc1O,4,9,3,-6,0,10,5,4,2

An excerpt of these results, with two lines to a compound.
Below each SMILES: LYPLA1 inh	PAFAH1B3 FP inh	GSTO1 counter	PAD4 FP inh	EBNA-1 inh	PAFAH2 FP inh	PREPL inhibitor	LYPLA2 counter	ZTA counter
O=C(Cn1nc2ccccc2n1)N/N=C/c1cc([N+](=O)[O-])ccc1O
    4	9	3	-6	0	10	5	4	2
NNC(=O)c1cncc(Br)c1
    0	·	1	3	1	·	15	-1	9

Screening data as filed in PubChem.

The list is partial (hit frequency here may not be typical).
